Pf growth 48h = P. falciparum growth inhibition at 48 hours (one generation) | 5.9% of 310,000 active | P. falciparum luciferase growth in erythrocytes, 48 h | Potency, µM (top dose mostly 28.7 µM), without a hit: top-dose activity change, negative = inhibition, most hits filed as inhibitors; further: potency means the concentration at half of the fitted maximal effect; on the % scale 0 is the no-effect control and ±100 the full control effect
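Erythrocytes infected with P. falciparum carrying an integrated firefly luciferase reporter (2% hematocrit, 0.1% parasitemia final) were exposed to compounds in RPMI 1640 with 0.5% Albumax at 37 C, 5% CO2. Growth inhibition was scored as reduced luminescence.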
CHX counter = affects cycloheximide protein synthesis inhibition readout, counter-screen | cell reporter, cycloheximide protein synthesis inhibition counterscreen | max response, % | 12% of 300,000 active | AID 2314; in the data active means max response mostly above about 13%, no sharp cut-off; inactive means mostly below about 14%; further: read at 38.3 µM for the half of the compounds with a filed dose; 0% is about no effect
TbPYK inhibitor = blocks Trypanosoma brucei pyruvate kinase; Q57TT1; TbPYK enzyme, Kinase-Glo Plus ATP luminescence, 45 min; Potency, µM (titrated, usually from 76.8 µM), for the others: at the top dose activity, negative = inhibition, hits mostly inhibitors; 0.12% of 410,000 active; AID 624173; further: potency means the concentration at half of the fitted maximal effect; on the % scale 0 is the no-effect control and ±100 the full control effect; nearly all actives have a fitted effect of over 50% in size
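Assay buffer: 50 mM TEA pH 7.2, 100 mM KCl, 10 mM MgCl2, 0.05% BSA, 0.01% Tween-20. Pyruvate kinase from T. brucei plus substrate met compound, then ADP (130 uM final). Luminescence was read post 45 min RT.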
AmpC no deterg = blocks E. coli AmpC beta-lactamase in detergent-free assay; P00811; AmpC nitrocefin hydrolysis, absorbance 480 nm, 0.0001% Triton; Potency, µM (doses to about 57.1 µM), without a hit: at the top dose activity change, negative = inhibition, hits mostly inhibitors; 0.52% of 330,000 active;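 further: potency means the concentration at half of the fitted maximal effect; plate controls were no compound for no effect and no enzyme for full effect; nearly all actives have a fitted effect of over 20% in size; some results filed as inactive show a strong effect at the top dose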
Target sequence (P00811 whole entry, looked up): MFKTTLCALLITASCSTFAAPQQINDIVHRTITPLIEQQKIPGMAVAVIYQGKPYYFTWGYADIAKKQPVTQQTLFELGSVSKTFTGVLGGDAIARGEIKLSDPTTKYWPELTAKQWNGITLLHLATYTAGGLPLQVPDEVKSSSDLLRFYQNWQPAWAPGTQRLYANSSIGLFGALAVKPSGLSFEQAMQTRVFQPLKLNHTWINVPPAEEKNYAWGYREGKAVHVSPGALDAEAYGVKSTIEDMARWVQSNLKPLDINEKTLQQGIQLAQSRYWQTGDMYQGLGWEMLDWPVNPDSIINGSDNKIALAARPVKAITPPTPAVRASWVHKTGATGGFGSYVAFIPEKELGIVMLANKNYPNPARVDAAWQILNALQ
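20 mM phosphate pH 7.0 + 0.01% (detergent screen) or 0.0001% Triton X-100; 5.3 nM AmpC reagent; cpd preinc 15 min RT; nitrocefin (800 uM stock) to start; A480 q20 s × 4 min; Activity was normalised to no-enzyme and no-compound control wells.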
LmPK inh = LmPK (Leishmania mexicana) enzyme inhibition | Q27686 | purified LmPK, Kinase-Glo ATP luminescence, 1 h | Potency, µM (series often up to 57.5 µM), without a hit: top-dose activity change, negative = inhibition, hits mostly inhibitors | 0.37% of 290,000 active | AID 1721; further: potency means the concentration at half of the fitted maximal effect; on the % scale 0 is the no-effect control and ±100 the full control effect
Target sequence (Q27686 whole entry, looked up): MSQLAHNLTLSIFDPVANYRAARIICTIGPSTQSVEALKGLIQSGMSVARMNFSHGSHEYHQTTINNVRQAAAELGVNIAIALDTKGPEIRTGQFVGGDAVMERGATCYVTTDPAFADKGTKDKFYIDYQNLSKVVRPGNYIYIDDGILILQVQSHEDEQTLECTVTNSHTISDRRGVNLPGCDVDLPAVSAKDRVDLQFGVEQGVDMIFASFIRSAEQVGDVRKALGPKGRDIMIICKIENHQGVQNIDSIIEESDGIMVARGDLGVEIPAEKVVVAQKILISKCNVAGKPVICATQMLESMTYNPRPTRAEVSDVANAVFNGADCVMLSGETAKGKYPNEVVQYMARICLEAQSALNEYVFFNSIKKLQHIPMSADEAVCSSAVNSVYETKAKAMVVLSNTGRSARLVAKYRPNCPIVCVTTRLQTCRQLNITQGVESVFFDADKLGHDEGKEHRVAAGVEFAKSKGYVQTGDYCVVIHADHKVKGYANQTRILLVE
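ATP generated from ADP (0.1 mM) and PEP (0.5 mM) by 0.1 nM LmPK over 1 h at room temperature (pH 7.2 imidazole buffer) was detected by coupled luciferase luminescence. Values were normalized to uninhibited and no-enzyme wells.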
Shiga inhibitor = blocks Shiga toxin action in Vero cells. Vero cells, Shiga toxin protein synthesis inhibition reporter. inhibition, % at 38.7 µM. 9.2% of 290,000 active. AID 2315; in the data active means inhibition mostly above about 28%, no sharp cut-off; inactive means mostly below about 43%; further: 0% is about no effect
Pf growth 96h = inhibits malaria parasite growth, 96 h. P. falciparum luciferase reporter growth, 96 h. Potency, µM (top dose mostly 28.7 µM), for inactives: at the top dose activity change, negative = inhibition, hits mostly inhibitors. AID 504834. 6.9% of 320,000 active; further: potency means the concentration at half of the fitted maximal effect; on the % scale 0 is the no-effect control and ±100 the full control effect
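Delayed-death screen, second-generation endpoint: infected erythrocytes, 2% hematocrit, 0.05% parasitemia final; 96 hours at 37 C, 5% CO2; luciferase detection reagent; luminescence decrease equals reduced growth.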
Starred values were filed as active, the others as inactive; ? = inconclusive; / = not tested or not shown; [ ] = remark or other dose. Unless noted, the call rests on the fitted dose curve; in most records, active means well fitted curve in the direction sought with a large enough effect; inconclusive means small, poorly fitted or top-dose-only effect, or another doubt; inactive means no such curve, though single readings can be large; an effect the other way counts as inactive or inconclusive.

SMILES	Pf growth 48h	CHX counter	TbPYK inhibitor	AmpC no deterg	LmPK inh	Shiga inhibitor	Pf growth 96h
NC(=O)CSc1nnc(CSc2ncccn2)n1-c1ccccc1	7.8%	8.3	1.0%	-7.0%	1.7%	16.6	13.1µM*
CC1CCC(NC(=O)CN(C)S(=O)(=O)c2cnc[nH]2)CC1 (stereo not drawn)	28.3%	10.5	1.5%	-10.4%	-2.4%	4.0	-28.5%
CCOCCCNC(=O)CN1N=C(c2ccc(C)cc2)CCC1=O	10.7%	-1.7	-13.0%	14.8%	-6.2%	-2.9	188.3%[activator]
O=[N+]([O-])c1ccc(/C=N/NC(=S)Nc2ccccc2F)o1	18.4%	34.4*	-2.5%	-28.0%	-0.1%	21.1	32.2%[activator]
CC(Sc1nncn1C)C(=O)Nc1ccccc1-c1ccccc1 (stereo not drawn)	-18.2%	-3.5	4.3%	-15.2%	-4.9%	-3.1	1.0%[5.75 µM]
C=C1CC(C)OC(c2ccccc2OCC(O)CN2CCCCC2)C1 (stereo not drawn)	14.7µM*	-3.8	-8.1%	35.0%[activator]	-2.3%	-0.1	18.0%
CC(C)NC(=O)C1CCN(C2CCN(CC3CC=CCC3)CC2)CC1 (stereo not drawn)	-13.6%	-1.1	-0.8%	-12.4%	-1.2%	-15.3	?
Cc1oc2cc(O)ccc2c(=O)c1-c1nncn1-c1ccccc1	3.4%	-1.4	-14.1%	-33.3%	6.3%	-6.1	?
CC(C)OP(=O)(OC(C)C)C(NC(=O)c1cccc([N+](=O)[O-])c1)C(N)=O (stereo not drawn)	/	-3.9	4.3%	-3.4%	0.1%	-15.8	42.6%[activator]
C=CCn1c(C)cc(C(=O)CSc2nc3ccccc3c(=O)[nH]2)c1C	-40.2%	63.2*	-28.3%	-21.6%	-1.1%	90.0*	?
CCC(C)C(=O)Nc1nnc(SCC(=O)N2C(C)CCCC2C)s1 (stereo not drawn)	?	-4.2	3.1%	2.2%	2.6%	-7.3	19.9%
OCCN(CCO)c1ncnc2c1oc1ccc(Br)cc12	4.2%	9.9	5.1%	7.9%	-7.5%	-22.4	/
O=C(COc1ccc2c3c(c(=O)oc2c1)CCC3)N1CCN(c2ccccc2)CC1	2.9%	10.2	1.9%	25.6%	-0.3%	-0.7	20.1%
O=C(N/C(=C\c1ccc(F)cc1)C(=O)N1CCOCC1)c1ccccc1	33.7%[activator]	-1.3	-3.3%	5.6%	9.4%	-0.9	-1.2%
CCOC(=O)c1cc(C(C)=O)n2ccccc12	2.7%	-4.8	-3.0%	-2.0%	0.0%	-18.4	?
COc1ccc(NS(=O)(=O)c2cccc(C(=O)NNC(=O)c3cc(C)oc3C)c2)cc1	1.1%	-2.1	-1.2%	-55.8%	1.9%	-1.6	24.2%
Cn1c(=O)[nH]c(=O)c2c1[nH]c(=S)n2Cc1ccc(Cl)cc1	/	-0.4	5.62µM*	-17.2%	?	-2.1	?
Cc1cc(=O)oc2cc(OC(C)C(=O)Nc3ccc(N4CCCCC4)cc3)ccc12 (stereo not drawn)	?	1.8	2.7%	12.2%	-2.1%	-4.0	7.8%
COc1ccc(-n2ncc3c(N4CCC(C)CC4)ncnc32)cc1	310.6%[activator]	20.1*	-2.3%	72.6%[activator]	0.6%	26.2*	368.9%[activator]
O=c1nc2n(Cc3ccccc3)c3ccccc3cc-2c(=O)[nH]1	-1.1%	-3.3	/	-20.8%	2.6%	-0.8	-9.5%
Cc1c(NC(=O)c2ccc3c(c2)OCO3)cccc1-c1nc2ncccc2o1	/	-3.7	1.2%	-2.9%	-1.0%	-18.4	?
COc1cc(-c2noc(C)c2-c2ccc3[nH]ccc3c2)cc(OC)c1OC	?	-2.1	-9.6%	-5.7%	-3.1%	-4.3	10.4µM*
CCOC(=O)c1ccc(NC(=O)c2cc(S(=O)(=O)N3CCOCC3)ccc2O)cc1	-10.5%	-1.4	3.2%	-34.8%	-0.8%	-7.6	-16.5%
Cc1cccc(NC(=O)C2COc3ccccc3O2)n1 (stereo not drawn)	?	47.3*	-1.1%	-19.3%	0.4%	54.9*	-3.6%
Cc1cc(OCCCC(=O)Nc2cccc(-n3cnnn3)c2)ccc1Cl	?	-6.2	-1.5%	-34.8%	-1.2%	14.4	?
COc1ccccc1NC(=O)CCC(=O)c1ccc(-c2ccccc2)cc1	18.2%	10.6	-18.9%	-28.7%	-1.2%	-4.8	65.4%[activator]
CNC(=O)Cn1c(C)cc(=O)c2cccc(C)c21	24.9%	1.5	1.8%	-11.6%	-4.8%	-1.3	-0.8%
Cc1ccc(C(=O)O)cc1S(=O)(=O)N1CCOCC1	2.0%	-1.3	2.1%	-11.3%	4.9%	-15.4	8.28µM*
CCCOC(=O)Nc1sc2c(c1C(N)=O)CCCC2	0.0%	9.7	4.1%	-26.9%	6.4%	19.5	?
COC(=O)Cc1c(C)c2ccc(OC(C)C)cc2oc1=O	29.9%	47.8*	5.0%	-11.6%	-1.3%	96.3*	24.0%
Cc1cccc(NC(=O)CSc2nc(=O)n(CCN3CCOCC3)c3c2CCCC3)c1C	3.1%	/	1.9%	-28.3%	/	/	4.7%
CCOc1cccc(C(=O)Nc2ccc3oc(Cc4ccc(Cl)cc4)nc3c2)c1	/	0.7	0.3%	-12.6%	-6.6%	9.4	/
COC(C(=O)Nc1ccc(NC(=O)C(OC)c2ccccc2)cc1)c1ccccc1 (stereo not drawn)	12.2%	9.1	-0.9%	-0.2%	2.3%	9.7	-33.7%
Cc1c(O)ccc2c(CN3CCN(CCO)CC3)cc(=O)oc12	-1.2%	-2.1	4.0%	-17.0%	-1.2%	-3.3	3.3%
COCCN1C(=O)C(=O)/C(=C(/O)c2ccc(S(=O)(=O)N3CCOCC3)cc2)C1c1ccc(O)cc1 (stereo not drawn)	6.5%	-2.0	6.3%	-14.0%	2.3%	17.3	12.3%
COC(=O)CN1C(c2ccc(OC)cc2)=Nc2ccc(Cl)cc2C1c1ccccc1 (stereo not drawn)	14.7µM*	-6.1	0.0%	99.1%[activator]	-0.6%	-6.4	10.4µM*
O=C(COc1ccc(Cl)cc1[N+](=O)[O-])N1CCCCCC1	-1.7%	11.3	4.5%	-14.7%	-0.1%	17.8	?
CCCCCCSc1cccc(-c2nc3ccc(C)cn3c2NCc2ccccc2)c1	?	/	-2.1%	-7.0%	/	/	11.7µM*
COc1ccccc1N(CN1C(=O)c2ccccc2C1=O)C(=O)c1cccnc1	5.0%	4.3	3.9%	-2.3%	-0.5%	12.2	/
COCCNC(=O)CN(C(=O)Cn1nnc2ccccc21)c1ccc(F)c(Cl)c1	17.5%	-2.5	1.5%	-14.1%	-3.8%	-17.9	10.4µM*
CCC12CN(C(=O)c3ccco3)CC(CC)(CN(C(=O)c3ccco3)C1)C2=O	?	-3.5	-3.1%	-4.9%	-2.7%	-3.0	-14.6%
COc1c(O)ccc2c1-c1c3c(cc4c1C(C2)N(C)CC4)OCO3 (stereo not drawn)	1.7%	-4.3	-9.5%	-34.9%	5.0%	-18.1	5.0%
C=CCn1c(=O)c(C(=O)Nc2ccccc2S(N)(=O)=O)c(O)c2ccccc21	72.8%[activator]	30.6*	-1.9%	-3.1%	2.6%	72.5*	60.1%[activator]
CC1CCCCN1C(=O)COc1ccc2ccc(=O)oc2c1 (stereo not drawn)	0.0%	0.3	2.0%	-24.9%	5.9%	24.2	0.0%
O=C(CCNS(=O)(=O)c1cccs1)N1CCN(c2cccc(C(F)(F)F)c2)CC1	-29.4%	/	-3.2%	1.5%	/	/	?
CCOC(=O)c1c2c3c(c(Cl)ccc3[nH]c1=O)C(=O)c1ccccc1-2	6.0%[5.75 µM]	-4.8	-1.1%	-20.0%	1.9%	0.8	13.4%
CCOc1ccc(C(=O)N(Cc2ccccc2)c2cccc(C)c2)cc1OC	-3.7%	-3.0	-6.2%	6.4%	-6.3%	-5.4	-41.3%
COc1cc(OC)c(C2=NOC(C(=O)NCc3cccs3)C2)cc1Cl (stereo not drawn)	-11.8%	14.3	-24.3%	15.7%	0.1%	33.7	155.2%[activator]
CC(=O)C1=C(O)C(=O)N(Cc2ccccc2)C1c1ccc(Cl)cc1 (stereo not drawn)	12.3%	-1.1	3.2%	-18.8%	8.7%	-4.4	40.8%[activator]
CCCCCOC(=O)Nc1ccc(S(=O)(=O)Nn2cnnc2)cc1	/	-0.1	0.4%	-21.8%	-0.5%	-3.5	12.3%
CSCCC1NC2(C(=O)Nc3c2ccc(Cl)c3C)[C@@H]2C(=O)N(C3CCCC3)C(=O)[C@H]12 (stereo partly drawn)	?	-4.9	-1.0%	0.9%	7.7%	-24.6	/
Cc1cccc(NC(=O)c2cc3c(s2)-c2c(C)cccc2OC3)n1	38.5%[activator]	10.5*	-0.6%	-11.1%	-15.5%	16.1	64.2%[activator]
Cc1c(O)ccc(C(=O)COc2ccccc2F)c1O	14.3%	30.0*	/	-27.0%	0.9%	85.9*	?
COc1cc(C(=S)N2CCOCC2)cc(OC)c1OC(=O)c1ccc(C)cc1	?	-1.3	-4.7%	159.3%[activator]	-3.3%	-11.8	-25.4%
COc1ccc(CCNC(=O)c2ccc(N(C)S(=O)(=O)c3ccc(C)cc3)cc2)cc1	?	-2.8	1.8%	-44.7%	1.9%	-3.2	4.2%
CN(C)S(=O)(=O)c1cccc(C(=O)OCC(=O)NC2CCCc3ccccc32)c1 (stereo not drawn)	20.0%	7.5	-0.5%	1.7%	1.7%	-3.1	70.0%[activator]

Among those listed so far, 6 have an aryl thioether with sulfur outside any ring.
SMILES	Pf growth 48h	CHX counter	TbPYK inhibitor	AmpC no deterg	LmPK inh	Shiga inhibitor	Pf growth 96h
NC(=O)CSc1nnc(CSc2ncccn2)n1-c1ccccc1	7.8%	8.3	1.0%	-7.0%	1.7%	16.6	13.1µM*
CC(Sc1nncn1C)C(=O)Nc1ccccc1-c1ccccc1 (stereo not drawn)	-18.2%	-3.5	4.3%	-15.2%	-4.9%	-3.1	1.0%[5.75 µM]
C=CCn1c(C)cc(C(=O)CSc2nc3ccccc3c(=O)[nH]2)c1C	-40.2%	63.2*	-28.3%	-21.6%	-1.1%	90.0*	?
CCC(C)C(=O)Nc1nnc(SCC(=O)N2C(C)CCCC2C)s1 (stereo not drawn)	?	-4.2	3.1%	2.2%	2.6%	-7.3	19.9%
Cc1cccc(NC(=O)CSc2nc(=O)n(CCN3CCOCC3)c3c2CCCC3)c1C	3.1%	/	1.9%	-28.3%	/	/	4.7%
CCCCCCSc1cccc(-c2nc3ccc(C)cn3c2NCc2ccccc2)c1	?	/	-2.1%	-7.0%	/	/	11.7µM*

Screening results (PubChem)
